# CCT modulator: High-Throughput Screening for Modulators of Cytosolic Chaperonin Activity. activity change, % (test concentration not listed), hits read low. 360,000 compounds, 0.3% hits. AID 651819, 2012. purified chaperonin ATPase assay, HTRF ADP detection, 30 min; in the data active = activity change below about -30%; note: % is set by controls: 0 for no effect and ±100 for the full control effect
#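 ATPase activity: ADP formed was measured by HTRF Transcreener (665/615 nm ratio) after 30 min at 37 deg C with 10 uM ATP. Compounds screened at one 76 uM concentration against 40 or 20 nM TRiC in Tris pH 7.4/KCl/MgCl2/DTT buffer.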
# MmCpn inh: Inhibitors of TCP-1 ring complex (TRiC) of Methanococcus maripaludis (MmCpn): qHTS; purified Mm-Cpn ATPase, ADP Transcreener TR-FRET; Potency, µM (series often up to 76.9 µM), inactives show top-dose activity, negative = inhibition, actives largely listed as inhibitors; 330,000 compounds, 0.031% hits; note: potency is the fitted concentration of half-maximal effect; % is set by controls: 0 for no effect and ±100 for the full control effect; nearly all actives have a fitted effect of over 80% in size
#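 ATPase read-out: TR-FRET ADP immunoassay (anti-ADP Eu cryptate vs ADP-d2), ex 320 nm, em 590/665 nm; signal drops as ADP forms. Enzyme 25 nM, ATP 10 uM, 30 min at 37°C after 10 min compound preincubation.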
# EPAC1 ag: qHTS for Agonist of cAMP-regulated guanine nucleotide exchange factor 3 (EPAC1): primary screen; AID 720707, 2013; Potency, µM (highest dose often 154 µM), for inactives: top-dose activation, most hits filed as activators; 360,000 compounds, 0.073% hits; EPAC1 agonist qHTS, biochemical assay; response scale: 100% = response to 6.5 mM cAMP; note: potency is the fitted concentration of half-maximal effect; nearly all actives have a fitted effect of over 60% in size
#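 Compounds were pinned as a concentration titration into mixtures of EPAC1 (100 nM), BODIPY-GDP-loaded Rap1B (250 nM) and GDP (50 uM). After 5 min at room temperature, fluorescence was followed for 30 min; activity was scaled to 6.5 mM cAMP.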
# PI5P4Ka inh: qHTS for Inhibitors of phosphatidylinositol 5-phosphate 4-kinase (PI5P4K); max response, %; AID 652105, 2013; Phosphatidylinositol 5-phosphate 4-kinase type-2 alpha (Homo sapiens), P48426; 330,000 compounds, 1.2% hits; PI5P4Kalpha enzyme, ADP-Glo luminescence, 60 min; active compounds read low; active = max response of -50% or lower; inconclusive = between -30% and -50%; inactive = -30% or higher; note: value at the top dose of about 77 µM; % is set by controls: 0 for no effect and ±100 for the full control effect
#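 Quantitative HTS of the MLSMR library against PI5P4Kalpha with substrate. ATP added last at 5 microM final; room temperature, 60 minutes. Remaining ATP depleted, ADP converted and read as luminescence.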
# PLK1 PBD block: qHTS for Inhibitors of PLK1-PDB (polo-like kinase 1 - polo-box domain): Primary Screen; Serine/threonine-protein kinase PLK1 (Homo sapiens), P53350; AID 720504, 2013; Plk1 PBD binding of FITC phosphopeptide, fluorescence polarization; 360,000 compounds, 2.8% hits; Potency, µM, for inactives: max response, negative = inhibition, usual class: inhibitors; note: potency is the fitted concentration of half-maximal effect; series mostly up to about 57 µM; % is set by controls: 0 for no effect and ±100 for the full control effect; nearly all actives have a fitted effect of over 65% in size
# WRN inhibitor: qHTS for Inhibitors of WRN Helicase; Bifunctional 3'-5' exonuclease/ATP-dependent helicase WRN (Homo sapiens), Q14191; WRN helicase unwinding, fluorescent forked duplex, kinetic; Potency, µM (series often up to 114 µM), for the others: at the top dose activity change, negative = inhibition, usual class: inhibitors; 360,000 compounds, 0.46% hits; note: potency is the fitted concentration of half-maximal effect; % is set by controls: 0 for no effect and ±100 for the full control effect; nearly all actives have a fitted effect of over 55% in size
#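 WRN at 20 nM final was preincubated with compound for 15 min at room temperature; reaction started with 100 nM forked duplex oligonucleotide carrying fluorophore and quencher plus 2 mM ATP (final). Unwinding followed kinetically by red fluorescence (ex 525/em 598 nm).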
# EPAC1 antagonist: qHTS for Antagonist of cAMP-regulated guanine nucleotide exchange factor 3 (EPAC1): primary screen. Potency, µM (top dose mostly 115 µM), inactives show at the top dose activity change, negative = inhibition, actives largely listed as inhibitors. Rap guanine nucleotide exchange factor 3 (Homo sapiens), O95398. AID 720709, 2013. EPAC1 GEF assay, Rap1b-BODIPY-GDP exchange fluorescence. 360,000 compounds, 0.14% hits;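 note: potency is the fitted concentration of half-maximal effect; plate controls were vehicle for no effect and positive control for full effect; nearly all actives have a fitted effect of over 50% in size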
# EPAC2 antagonist: qHTS for Antagonist of cAMP-regulated guanine nucleotide exchange factor 2 (EPAC2): primary screen. Potency, µM (series often up to 114 µM), inactives show top-dose activity, negative = inhibition, hits mostly inhibitors. Rap guanine nucleotide exchange factor 4 (Homo sapiens), Q8WZA2. EPAC2 GEF exchange of Rap1B-BODIPY-GDP, fluorescence. 360,000 compounds, 0.18% hits; note: potency is the fitted concentration of half-maximal effect; % is set by controls: 0 for no effect and ±100 for the full control effect; nearly all actives have a fitted effect of over 45% in size; many of its hits are not listed in these tables
# Target sequence (Q8WZA2 whole entry, looked up): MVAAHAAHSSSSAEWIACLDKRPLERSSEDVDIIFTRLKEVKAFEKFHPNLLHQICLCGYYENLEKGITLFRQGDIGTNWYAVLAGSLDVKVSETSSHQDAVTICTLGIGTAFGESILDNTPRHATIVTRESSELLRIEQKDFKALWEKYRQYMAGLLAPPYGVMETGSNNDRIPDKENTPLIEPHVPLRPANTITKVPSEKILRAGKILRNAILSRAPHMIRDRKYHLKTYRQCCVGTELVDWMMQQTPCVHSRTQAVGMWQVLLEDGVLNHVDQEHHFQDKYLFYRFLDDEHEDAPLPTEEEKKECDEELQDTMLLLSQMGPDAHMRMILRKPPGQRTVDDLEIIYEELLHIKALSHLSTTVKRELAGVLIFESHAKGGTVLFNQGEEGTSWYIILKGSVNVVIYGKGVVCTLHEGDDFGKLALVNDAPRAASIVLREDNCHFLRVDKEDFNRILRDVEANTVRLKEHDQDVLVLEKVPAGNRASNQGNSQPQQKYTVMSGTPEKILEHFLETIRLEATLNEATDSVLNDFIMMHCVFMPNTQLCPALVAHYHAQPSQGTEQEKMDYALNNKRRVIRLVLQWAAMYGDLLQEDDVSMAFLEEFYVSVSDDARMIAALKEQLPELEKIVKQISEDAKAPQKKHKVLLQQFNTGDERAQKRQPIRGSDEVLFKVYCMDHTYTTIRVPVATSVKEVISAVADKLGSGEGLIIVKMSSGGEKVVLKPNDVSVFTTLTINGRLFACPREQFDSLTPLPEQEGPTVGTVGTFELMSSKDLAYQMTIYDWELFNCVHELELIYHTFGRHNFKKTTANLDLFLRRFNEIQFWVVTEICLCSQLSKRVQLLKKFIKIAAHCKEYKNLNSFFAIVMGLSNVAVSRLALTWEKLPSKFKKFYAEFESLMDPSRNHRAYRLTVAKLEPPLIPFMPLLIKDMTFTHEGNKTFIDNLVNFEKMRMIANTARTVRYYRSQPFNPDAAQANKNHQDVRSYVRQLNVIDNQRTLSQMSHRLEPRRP
# * = called active by the depositor; ? = inconclusive; / = no result given; [ ] = dose if it differs, or a comment. Unless noted, calls come from the whole dose curve; as a rule, active = well fitted curve in the direction sought with a large enough effect; inconclusive = small, poorly fitted or top-dose-only effect, or another doubt; inactive = no such curve, though single readings can be large; an effect the other way counts as inactive or inconclusive. This is a subset; count on the stated rates, not on these rows.
WRN inhibitor	EPAC1 antagonist	EPAC2 antagonist	PI5P4Ka inh	CCT modulator	EPAC1 ag	PLK1 PBD block	MmCpn inh	SMILES
3%	9%	2%	/	-0.6	1%	2%	-1%	O=C(N1CCOCC1)N1CCN(C(c2ccccc2)c2ccccc2)CC1
-3%	2%	3%	11	0.5	6%	13µM*	1%	C[C@@H](NC(=O)OC(C)(C)C)c1nnc(S(=O)(=O)Cc2ccccc2)o1
-3%	4%	7%	-6	-2.7	-3%	1%	-7%	CN(Cc1cn[nH]c1-c1cc2ccccc2o1)CC1CCOCC1
14%	3%	0%	2	-3.2	7%	-1%	-2%	COc1ccc(CC(=O)N(C)CC(=O)Nc2ccc(F)cc2)cc1S(=O)(=O)N1CCOCC1
-1%	-21%	-1%	-12	-2.1	-2%	-4%	2%	CC(C)(C)NC(=S)NNC(=O)c1ccncc1
-13%	-1%	-14%	/	-2.0	1%	-6%	1%	Cc1cc(C)c2nc(C(F)(F)F)nc(NCCCN3CCOCC3)c2c1
-9%	13%	-11%	-1	1.4	12%	-9%	3%	O=C(c1ccco1)N1CCN(CC(O)COc2ccc(Br)cc2)CC1 (configuration not stated)
-20%[57.1 µM]	-4%	0%	5	0.2	0%	-1%	0%	O=C(CCN1CCN(Cc2ccccc2)CC1)Nc1ccccc1Cl
4%	-1%	2%	-1	-2.6	-15%	-10%	1%	COc1ccc(CC(=O)Nc2cc(=O)n(C)c(=O)n2C)cc1
-4%	-15%	-30%	0	-4.5	-5%	-12%	-1%	CCc1ccc(C(O)(CC(C)C)C(CN2CCOCC2)c2ccccc2)cc1 (configuration not stated)
-3%	-16%	5%	-3	0.1	-1%	-3%	/	CC(=O)N1C[C@H]2CON(C)[C@H]2C[C@H]1c1ccc(-c2cccnc2)cc1
3%	6%	9%	1	1.7	-6%	3%	-2%	O=C(NCCN1CCCCC1)c1cc(OCC(F)(F)F)ccc1OCC(F)(F)F
0%	-24%	4%	1	-0.4	2%	-10%	1%	Cc1nc2ccc(NC(=O)CCS(=O)(=O)c3ccccc3)cc2s1
-6%	-10%	-3%	2	0.0	1%	-1%	-1%	CCOc1ccc(NC(=O)CN(C)C(=O)/C=C/c2ccco2)cc1OCC
-10%	-8%	-4%	/	-3.2	8%	-5%	-1%	COc1cc(-c2nnc(-c3ccc(N4CCOCC4)cc3)o2)cc(OC)c1OC
7%	-1%	11%	-7	-2.8	-7%	5%	-5%	CN1CCN(C(=O)c2ccc(-c3cccs3)s2)CC1
1%	-1%	6%	-19	-0.9	6%	-5%	-2%	Cc1ccc2c(CSc3nnc(N)s3)cc(=O)oc2c1
10%	-2%	11%	2	-2.4	-3%	-12%	1%	Cc1ccc(CC2CC(=O)N(CC(=O)O)C2=O)cc1 (configuration not stated)
5%	-6%	-17%	8	-1.5	-10%	-1%	0%	Cc1cc(OCC(=O)N2CCC[C@@H]2C(=O)O)c2c(C)c(C)c(=O)oc2c1
11%	-7%	11%	1	0.6	7%	7%	0%	CC(C)CC(=O)N1CCN(Cc2ccccc2Br)CC1
-33%	-16%	-5%	0	-0.6	-3%	-10%	0%	CC1(C)C(=O)N(c2ccccc2Cl)C(=O)c2ccccc21
13%	-13%	2%	-2	-0.7	-2%	-10%	/	COc1ccc(CN2CCNC(=O)C2CC(=O)N(C)C2CCOCC2)cc1OC (configuration not stated)
-6%	-17%	-3%	0	-1.6	3%	-1%	-3%	CCN1CCN(C(CNS(=O)(=O)c2ccc(OC)cc2)c2cccnc2)CC1 (configuration not stated)
2%	1%	16%	0	1.7	5%	0%	4%	CCc1nnc(SCC(=O)Nc2ccc(NC(C)=O)cc2)n1-n1cccc1
-19%	9%	13%	7	1.1	4%	-4%	-1%	COC(=O)C(CCSC)NC(=O)c1cc2c(n(-c3ccccc3)c1=O)CC(C)(C)CC2=O (configuration not stated)
5%	12%	7%	-5	-1.2	7%	-2%	1%	O=C(O)c1ccc2c(c1)c1c3n2CCNC3CCC1 (configuration not stated)
-6%	-21%	-8%	1	-0.7	3%	-1%	-2%	COc1ccc(C(=O)CC(=O)C(=O)Nc2ccc(OC)c(Cl)c2)cc1
-18%[11.6 µM]	-1%	-8%	3	-1.1	-2%	-12%	/	CN(C)CCNC(=O)c1cccc2nc3cccc(F)c3nc12
-9%	-11%	-1%	-3	0.5	4%	-5%	0%	COc1ccc(/C=N/N=C2/NC(=O)C(CC(=O)NC(C)C)S2)cc1 (configuration not stated)
4%	20%	3%	-5	0.2	-5%	-17%	0%	COc1ccc(CCNC(=O)C(NS(=O)(=O)c2cccc3nsnc23)C(C)C)cc1OC (configuration not stated)

# Full records, quoted from the list. Order of values: WRN inhibitor | EPAC1 antagonist | EPAC2 antagonist | PI5P4Ka inh | CCT modulator | EPAC1 ag | PLK1 PBD block | MmCpn inh
# Listed for CCc1ccc(C(O)(CC(C)C)C(CN2CCOCC2)c2ccccc2)cc1 (configuration not stated) = -4% | -15% | -30% | 0 | -4.5 | -5% | -12% | -1%
# Listed for Cc1ccc(CC2CC(=O)N(CC(=O)O)C2=O)cc1 (configuration not stated) = 10% | -2% | 11% | 2 | -2.4 | -3% | -12% | 1%
# Listed for COc1ccc(CCNC(=O)C(NS(=O)(=O)c2cccc3nsnc23)C(C)C)cc1OC (configuration not stated) = 4% | 20% | 3% | -5 | 0.2 | -5% | -17% | 0%

# Next results:
WRN inhibitor	EPAC1 antagonist	EPAC2 antagonist	PI5P4Ka inh	CCT modulator	EPAC1 ag	PLK1 PBD block	MmCpn inh	SMILES
1%	-5%	?	-1	-1.3	11%	?	3%	O=C(O)CCc1ccc(S(=O)(=O)Nc2ccccc2N2CCCCC2)cc1
0%	0%	5%	-1	-3.0	-5%	1%	1%	O=C1CS/C(=N/N=C/c2ccccc2OS(=O)(=O)c2ccccc2)N1
0%	-23%	5%	-1	0.4	-10%	-15%	1%	Cc1nn(-c2ccccc2)cc1/C=N/NC(N)=S
-6%	0%	2%	11	0.1	9%	-12%	1%	O=C(COC(=O)c1ccccc1[N+](=O)[O-])c1ccc(C2CCCCC2)cc1
-2%	-12%	?	2	-0.4	2%	1%	0%	CCOc1ccc(Cn2c(=O)sc3ccccc32)cc1OC
-1%	-4%	-8%	1	-0.8	3%	-2%	0%	Cc1cccc(C)c1NC(=O)C(=O)NCCc1c[nH]c2ccccc12
-4%	-11%	5%	-6	-2.9	-8%	3%	/	O=C(NC(c1ccc(Cl)cc1)c1ccsc1)C1CCN(Cc2cccc(Cl)c2)CC1 (configuration not stated)
7%	1%	8%	/	3.0	-4%	-2%	-2%	CCOCCCNC(=O)CS(=O)(=O)Cc1nc(-c2cccc(OC)c2)oc1C
3%	3%	-4%	-15	2.5	1%	-5%	-7%	O=C(OCC(=O)c1ccc(Cl)s1)c1ccccn1
3%	4%	-1%	-11	-7.1	6%	-14%	1%	CN(C)S(=O)(=O)c1cc(NC(=O)CN2CCN(c3ccc(O)cc3)CC2)ccc1Cl
-6%	-7%	5%	/	-11	-7%	-3%	0%	Cn1c(COc2ccccc2)nnc1SCCSc1nnc(COc2ccccc2)n1C
0%	1%	-2%	8	-4.1	3%	-8%	-3%	COc1ccc(/C=C2/N=C3CCCCCN3C2=O)cc1OC
3%[57.1 µM]	-21%	0%	0	1.7	1%	6%	-4%	CCOc1ccc(CC(=O)OCc2cc(=O)n3cc(Br)ccc3n2)cc1
-22%	11%	18%	-19	0.7	0%	-9%	?	N#Cc1ccsc1NC(=O)CN1CCN(S(=O)(=O)c2cc(Cl)ccc2Cl)CC1
-1%	0%	1%	/	-2.0	-4%	1%	1%	Cc1ccc(C(=O)Nc2ccc(OCc3ccccc3)cc2)cc1[N+](=O)[O-]
-28%	0%	2%	-18	1.1	-3%	?	3%	COc1ccccc1-c1nc(S(=O)(=O)c2ccccc2)c(N2CCCCC2)o1
4%	1%	-7%	4	-2.2	-11%	-3%	-2%	CC(C)CCn1c(CN2CC(C)OC(C)C2)nc2c1c(=O)n(C)c(=O)n2C (configuration not stated)
-6%	11%	4%	0	-0.7	-5%	-5%	0%	O=C(Cn1nnc(-c2ccccc2)n1)N/N=C/c1cc([N+](=O)[O-])ccc1O
6%	4%	11%	-2	-1.0	7%	1%	2%	O=C(Nc1ccccc1)NC1CCS(=O)(=O)C1 (configuration not stated)
-19%	-5%	-8%	-3	-2.9	11%	-16%	-3%	COc1ccc(N(CC(=O)Nc2ccc(Cc3ccncc3)cc2)S(=O)(=O)c2ccccc2)cc1
-1%	1%	1%	-5	-0.7	-5%	-13%	-3%	COc1ccc(CCN(C)C(=O)c2c(C)noc2C)cc1OC
-6%	-3%	-9%	5	0.9	-4%	-12%	2%	Cc1nnsc1C(=O)N(Cc1ccccc1)C(C)C
-5%	4%	12%	0	-0.7	-2%	5%	6%	NC(=O)CSc1nnnn1-c1cccc(Cl)c1
4%	-2%	25%	-1	-0.6	8%	-9%	3%	COc1cccc(-n2c(SCC(=O)N3CCc4ccccc43)nnc2-c2c[nH]c3ccccc23)c1
-2%	-13%	-9%	4	-0.9	-3%	-9%	-3%[15.4 µM]	Nc1nc(SCc2ccc([N+](=O)[O-])cc2)c2ncn(C3OC(CO)C(O)C3O)c2n1 (configuration not stated)
-4%	16%	-3%	-4	-2.2	3%	-10%	?	CCCC(=O)NC(=S)Nc1cccc(-c2nc3ncccc3o2)c1
19%	4%	10%	0	0.6	0%	-6%	1%	Cn1c(CC(=O)Nc2ccccc2)nnc1SCC(=O)Nc1ccc(N2CCOCC2)cc1
-18%	-5%	13%	-3	-1.3	-7%	1%	1%	CCCC(=O)Nc1ccc(C(=O)N/N=C/c2ccc[nH]2)cc1
3%	-12%	-5%	3	-0.2	7%	-5%	0%	CCn1ccc(C(=O)NCCCN2CCCC2=O)n1
